CYP2C19 inhib – blockers of cytochrome P450 2C19 activity – biochemical, luminescence, ADME assay, primary screen | CYP2C19 Supersomes, luciferin-H EGE luminescence, 30 min | inhibition, % at 5 µM | hit rate 21% among 96,000 | AID 778, 2007;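 active = CYP2C19 inhibition above a set limit at 5 µM in the primary screen, cut at about 50% in these data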;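 note: plate controls were negative control wells for no effect and 2.5 mM tranylcypromine positive control for full effect; values of inactives mirror those of a sister screen read the other way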
CYP2C9 inh – blockers of cytochrome P450 2C9 activity – biochemical, luminescence, ADME assay, primary screen; CYP2C9 Supersomes, luciferin-H conversion; inhibition, % at 5 µM; P11712; hit rate 20% among 96,000;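 active = blocking of liver enzyme CYP2C9 beyond about 50% at 5 µM, limit read from the data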; note: values of inactives mirror those of a sister screen read the other way
CYP2C9 activ – human CYP2C9 activators, primary screen, biochemical, luminescence | recombinant CYP2C9, luciferin-H conversion; active compounds read high; factor 1 = untreated enzyme, 0 = blocked | activation factor at 5 µM | hit rate 1.4% among 96,000 | AID 1024, 2008;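 active = activation factor of 2 or more for CYP2C9 at a 5 µM dose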;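 note: 0 = sulfaphenazole-blocked wells and 1 = vehicle-only wells; values of inactives mirror those of a sister screen read the other way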
Mac1 fbg inh – inhibitors of CD11b/CD18 adhesion to fibrinogen, primary screen, K562 cells, luminescence; AID 1497, 2009; inhibition, % at 10 µM; hit rate 0.54% among 93,000; ATPlite luminescence; Mn2+ added to activate the integrin; Integrin beta-2 (Homo sapiens) + Integrin alpha-M (Homo sapiens), P05107+P11215;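 active = primary inhibition of 50% or more at 10 µM, then 40% or more on retest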; note: some results filed as inactive read as strong as hits
Target sequence (P05107 whole entry, looked up, other chains not shown): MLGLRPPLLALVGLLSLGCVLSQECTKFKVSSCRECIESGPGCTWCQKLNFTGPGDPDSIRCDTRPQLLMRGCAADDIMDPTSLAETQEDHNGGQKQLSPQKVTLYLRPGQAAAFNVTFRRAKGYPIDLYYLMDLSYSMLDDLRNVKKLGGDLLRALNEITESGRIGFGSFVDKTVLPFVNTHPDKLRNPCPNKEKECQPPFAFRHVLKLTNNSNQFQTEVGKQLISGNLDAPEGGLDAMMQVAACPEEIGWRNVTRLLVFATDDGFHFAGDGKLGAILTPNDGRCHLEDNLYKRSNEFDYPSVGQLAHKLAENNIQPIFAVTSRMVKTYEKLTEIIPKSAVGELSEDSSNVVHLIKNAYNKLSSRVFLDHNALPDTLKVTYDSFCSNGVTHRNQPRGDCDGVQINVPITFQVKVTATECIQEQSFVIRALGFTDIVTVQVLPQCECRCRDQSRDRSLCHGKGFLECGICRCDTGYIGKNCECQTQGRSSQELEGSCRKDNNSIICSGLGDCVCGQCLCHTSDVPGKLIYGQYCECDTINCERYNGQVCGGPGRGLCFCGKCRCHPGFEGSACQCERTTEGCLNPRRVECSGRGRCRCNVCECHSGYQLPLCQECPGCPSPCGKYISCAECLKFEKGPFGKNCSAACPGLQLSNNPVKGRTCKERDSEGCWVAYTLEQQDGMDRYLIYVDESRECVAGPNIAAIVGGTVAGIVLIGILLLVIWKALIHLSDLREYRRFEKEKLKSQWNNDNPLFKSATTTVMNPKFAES
CYP2C19 activ – human CYP2C19 activators, primary screen, biochemical, luminescence; activation factor at 5 µM; Cytochrome P450 2C19 (Homo sapiens), P33261; 96,000 tested, under 10 active; recombinant CYP2C19, luciferin-H EGE luminescence; active compounds read high; 0 = fully inhibited enzyme, 1 = untreated enzyme;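 active = activation factor of at least 2 at 5 µM in the primary screen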;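 note: 0 = wells with 2.5 mM tranylcypromine and 1 = vehicle-only wells; values of inactives mirror those of a sister screen read the other way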
PTK2B oligo ant – antagonists of Pyk2 self-association, primary screen, Q293 cells, FERM NanoBiT luminescence, HTS. z-score (the deposit names both 25 µM and 10 µM). active compounds read low. Protein-tyrosine kinase 2-beta (Homo sapiens), Q14289. hit rate 0.83% among 99,000;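 active = Z-score of -3 or lower, scaled per plate to the spread of control and sample wells; inactive = z-score above -3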;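 note: negative z-score means lost luminescence so less FERM oligomerization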
Mac1 fbg enh – enhancers of CD11b/CD18 adhesion to fibrinogen, primary screen, K562 cells, luminescence; ATPlite luminescence; hit rate 0.07% among 93,000; activation, % at 10 µM; Integrin beta-2 (Homo sapiens) + Integrin alpha-M (Homo sapiens), P05107+P11215;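 active = 10 µM primary screen giving 50% or more activity, confirmed by 40% or more on retest at that dose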; note: strong numbers were not always called active; reference of the scale not given here
MT1-MMP txn act – MT1-MMP promoter reporter activation – cell-based, luciferase luminescence, primary screen | HT1080 MT1-MMP promoter luciferase reporter, overnight; active compounds read high | activation factor at 10 µM | hit rate 0.16% among 86,000 | AID 750, 2007;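 active = activation factor of at least 2 for MT1-MMP transcription at 10 µM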
PLAP activator – PLAP enzyme activators, biochemical, luminescence, HTS; purified PLAP enzyme, luminescent substrate read-out; active compounds read high; activation fold at 20 µM; hit rate 1.2% among 96,000; in the data active = activation fold above about 2
Active calls of the source: *; . = not tested or not shown.

SMILES	CYP2C19 inhib	CYP2C9 inh	CYP2C9 activ	Mac1 fbg inh	CYP2C19 activ	PTK2B oligo ant	Mac1 fbg enh	MT1-MMP txn act	PLAP activator
Cc1ccc(C2NS(=O)(=O)N=C2N)cc1 (centres undefined)	-9	5	1	-4	1.1	-0.58	-3	1	0.8
O=C(Cn1cc2c(n1)CCCCC2)Nc1ccc(F)cc1F	3	16	0.8	10	1	.	-2	1.2	0.9
COc1ccc2[nH]c(=O)c(-c3noc(-c4ccc(F)cc4)n3)cc2c1	-21	-4	1	5	1.2	0.05	78	1.5	1.3
COc1ccc(C(CC(=O)O)NC(=O)COc2ccccc2OC)cc1OC (centres undefined)	-2	10	0.9	.	1	0.66	.	1.1	0.9
CCOC(=O)NC(=O)/C(C#N)=N/Nc1c(F)cccc1F	1	24	0.8	-1	1	0.86	0	1.2	1.1
CC1(C(=O)O)CCC(C(=O)NC2CCCCCC2)C1(C)C (centres undefined)	-21	-17	1.2	-8	1.2	0.57	-5	1.3	1
CCc1c(C)sc(NC(=O)c2cc(C)on2)c1C#N	-15	4	1	.	1.2	-0.59	.	1.3	1
O=C(NCCc1cccs1)C1CC(c2ccc([N+](=O)[O-])cc2)=NO1 (centres undefined)	14	-3	1	11	0.9	.	7	.	1.1
O=CNCCCc1nc2ccccc2n1Cc1ccccc1	15	-2	1	-2	0.9	-0.38	0	0.9	0.9
Cc1c(Cl)cccc1NC(=O)CC1NCCNC1=O (centres undefined)	-7	-5	1.1	.	1.1	0.62	.	1	1
CCN1C(=O)CSC1=NC12CC3CC(CC(C3)C1)C2	-9	10	0.9	6	1.1	1	-4	1	1.2
Cc1ccc(C(c2nnnn2C2CCCC2)N2CCN3CCCC3C2)cc1 (centres undefined)	-2	-2	1	.	1	0.05	.	1.2	1.3
CC1(C)Cc2c(sc3nc(-c4cc5ccccc5o4)n(N)c(=O)c23)CO1	-4	5	0.9	-17	1	-2.4	0	1.2	0.9
O=C(/C=C/c1ccc(OCCCF)cc1)NCc1ccc(Cl)c(Cl)c1	25	3	1	4	0.8	2.5	3	.	0.8
c1ccc(-c2cc(N3CCOCC3)nc(-c3ccccc3)n2)cc1	1	8	0.9	-14	1	2.3	-2	1.2	0.9
O=C1C2CC=C(Cl)CC2C(=O)N1CCC[n+]1ccccc1 (centres undefined)	-1	20	0.8	.	1	0.12	.	.	0.9
O=C(Nc1nc2ccccc2[nH]1)C12CC3CC(CC(C3)C1)C2	-23	-18	1.2	4	1.2	-1.1	-3	1.9	0.8
COC(=O)CN1C(c2ccccc2)=Nc2ccc(Cl)cc2C1c1ccccc1 (centres undefined)	25	20	0.8	21	0.7	-3*	5	.	1.5
COC(=O)Cc1c(C)c2ccc(OCC(=O)N(C)C)cc2oc1=O	-5	4	1	-8	1.1	-0.28	-4	1.1	0.8
COc1ccc(S(=O)(=O)/N=C2/NC(=O)/C(=C\c3cc(OC)c(OC)cc3[N+](=O)[O-])S2)cc1	14	100*	0	-8	0.9	0.95	2	1.1	1.7
CC12CCC(C(=O)N3CCCCC3)(CC1=O)C2(C)C (centres undefined)	-15	-14	1.1	.	1.1	-0.74	.	1.1	1.3
CN1CCN(CCCCOc2ccc(F)cc2)CC1	7	-22	1.2	2	0.9	-0.08	-5	1.2	1.2
CCOC(=O)N1CCN(C(=O)c2cnn3ccccc23)CC1	43	5	0.9	-16	0.6	.	-3	.	1.3
Cc1ccc(C(=O)C[n+]2cc(-c3ccc(C)cc3)n3c2CCCCC3)cc1	20	-7	1.1	54*	0.8	-0.93	-6	.	1.2
CCOC(=O)c1c(NC(=S)Nc2ccccc2)sc2c1CCN(CCc1ccccc1)C2	10	31	0.7	2	0.9	.	1	.	1.1

Remaining list, next part:
SMILES	CYP2C19 inhib	CYP2C9 inh	CYP2C9 activ	Mac1 fbg inh	CYP2C19 activ	PTK2B oligo ant	Mac1 fbg enh	MT1-MMP txn act	PLAP activator
O=C(O)CCC(=O)Nc1nc2ccccc2s1	-8	-10	1.1	-1	1.1	2.1	-3	.	0.9
Cn1c(N)c(C(=O)COC(=O)c2ccco2)c(=O)n(C)c1=O	6	10	0.9	-7	0.9	-0.17	0	1	1
COc1cccc(NC(=O)Cc2nnc(SCC(=O)NC(C)c3ccccc3)n2C)c1 (centres undefined)	2	2	1	-5	1	1.5	1	.	0.8
Cc1cc(=O)n2nc(-c3ccccc3)sc2c1C#N	-12	-18	1.2	-25	1.1	-0.3	1	1.1	0.9
O=C1NCCN1Cc1ccc(F)cc1	14	-6	1.1	-12	0.9	0.67	-4	1.2	1
CCc1sc(C(=O)NC)cc1Br	-5	-24	1.2	-9	1.1	-0.12	-1	1	0.8
COC(=O)c1oc2c(c1C)C1(CCC2)SCCS1	49	17	0.8	.	0.5	-0.34	.	1	0.8
COCCn1nnnc1C(c1ccc(OC)c(OC)c1)N1CCc2ccccc21 (centres undefined)	74*	69*	0.3	-8	0.3	-0.55	-1	1.2	1.2
Cc1ccccc1OCc1nnc(SCc2cc(=O)[nH]c3ccccc23)o1	5	14	0.9	-2	1	-1.9	2	.	0.9
O=C(Nc1sccc1C(=O)NCc1ccco1)c1cccnc1	24	90*	0.1	-2	0.8	0.35	-1	1.2	1.4
O=C(O)c1cnc(-c2ccccc2)nc1Sc1ccccc1Cl	-8	17	0.8	.	1.1	-1.1	.	.	1
O=c1cc(CSc2nnnn2-c2ccccc2)[nH]c2[nH]n(-c3ccccc3)c(=O)c12	5	56*	0.4	-1	0.9	-0.27	-2	1.1	1.2
C=CCNC(=O)CC(=O)N/N=C/c1ccc(C(=O)OC)cc1	-4	-5	1.1	-8	1	0.08	1	.	1
O=C(O)Cn1nnn(-c2ccccc2)c1=S	-6	-12	1.1	-8	1.1	0.18	1	1.1	1
Cc1cc(C)c2c(=O)c3c(oc2c1)C(=O)N(CCO)C3c1cccc(O)c1 (centres undefined)	50*	54*	0.5	39	0.5	-0.82	-3	1.2	1.4
CC(NC(=O)Cn1cnc2c1c(=O)n(C)c(=O)n2C)c1ccccc1 (centres undefined)	-1	29	0.7	-13	1	-0.31	8	1	1.1
O=C(CN(C(=O)CNC(=O)c1ccco1)c1ccc(Cl)c(Cl)c1)NC1CCCCC1	86*	89*	0.1	-2	0.1	-0.64	0	1.3	1.3
O=C(c1cccs1)N(C(=O)c1cccs1)c1ccccn1	23	22	0.8	-6	0.8	-0.44	-3	1.2	0.9
CCOc1ccc(N2C(=O)/C(=C/c3cc(OC)c(OC)c(OC)c3)N(CC(=O)OC)C2=S)cc1	54*	42	0.6	.	0.5	-2.5	.	1	1.3
O=C1NC(=O)c2cc(NC(=O)C3CCCO3)ccc21 (centres undefined)	37	86*	0.1	-10	0.6	0.36	-1	1	0.8
Cc1nnc(NC(=O)Cc2ccc(OCc3c(C)noc3C)cc2)s1	-11	18	0.8	-11	1.1	-0.38	2	1.2	1.1
CCN1C(c2ccccc2)C(C)C(=O)C(C)C1c1ccccc1 (centres undefined)	65*	88*	0.1	-4	0.3	-0.09	3	1.2	0.7
Cn1c(SCC(=O)NCCc2ccccc2)nnc1-c1ccco1	-7	-15	1.1	.	1.1	-0.05	.	1.2	0.9
CCN1C(=O)CC(C(=O)Nc2ccc(F)cc2)SC1=Nc1cccc(OC)c1 (centres undefined)	62*	84*	0.2	1	0.4	-1.4	-1	1.1	1
CC1CCc2nn(CC(=O)N3CCc4ccccc43)cc2C1 (centres undefined)	26	23	0.8	-8	0.7	.	-2	.	1.2

Continued:
SMILES	CYP2C19 inhib	CYP2C9 inh	CYP2C9 activ	Mac1 fbg inh	CYP2C19 activ	PTK2B oligo ant	Mac1 fbg enh	MT1-MMP txn act	PLAP activator
O=C(CN1C(=O)c2ccccc2S1(=O)=O)N1CCN(c2ccccc2)CC1	-8	-23	1.2	-5	1.1	-0.31	0	1.1	1.1
O=C(NC1CCCCC1)c1noc2c1CCCCC2	94*	20	0.8	-23	0.1	0.23	2	1.2	1.1
O=c1c2cnn(-c3ccc(F)cc3)c2ncn1Cc1ccccn1	56*	33	0.7	-13	0.4	.	-5	1.1	0.9
COc1ccc(-c2cnn(-c3ccccc3)c2N)cc1OC	30	-120	2.2*	20	0.7	-0.38	-1	0.9	1
Cc1c(NC(=O)c2ccccc2N(C)S(=O)(=O)c2ccccc2)c(=O)n(-c2ccccc2)n1C	24	46	0.5	-16	0.8	0.6	-7	1.2	1.1
Cc1nc(NCC2CCCO2)c2oc3ccccc3c2n1 (centres undefined)	42	30	0.7	-8	0.6	0.58	-1	1	1.2
COc1ccc(C2=Nn3c(nnc3-c3ccncc3)SC2)cc1OC	26	61*	0.4	12	0.7	0.08	2	.	0.9
CCC(C)Nc1c2c(nc3c(-c4ccccc4)c(C)nn13)CCC2 (centres undefined)	4	28	0.7	.	1	-1.1	.	1.1	0.9
CC(C)Oc1ccc(C(=O)NCc2cccs2)cc1	70*	32	0.7	-1	0.3	-0.51	-6	.	0.9
C=CCn1c(O)c(C=Nc2ccc(Cc3ccncc3)cc2)c(=O)[nH]c1=S	88*	83*	0.2	.	0.1	0.75	.	.	1.5
CCCCCOc1ccc(C(=O)N(Cc2ccco2)C2CCS(=O)(=O)C2)cc1 (centres undefined)	5	3	1	3	0.9	0.08	-1	1	1.2
c1ccc(N2CCN(c3ncnc4sc5c(c34)CCC5)CC2)cc1	75*	72*	0.3	32	0.2	-0.64	-4	1.1	0.9
COC(=O)c1c(NC(=O)CN2CCN(c3ccccc3OC)CC2)c2cc(C)ccc2n1C	26	24	0.8	-1	0.7	1.8	-4	1.1	1.4
Cc1cc(NC(=O)CCCC(=O)OCC(F)(F)C(F)F)cc(C)c1C(=O)O	7	23	0.8	.	0.9	1.9	.	1.1	0.9
COCc1nnc(NC(=O)CCSc2ccccc2)s1	30	5	0.9	0	0.7	-0.07	2	1.3	1.1
CC(=O)Nc1cccc(Oc2cc(C#N)c(C#N)cc2N2CCCCCC2)c1	96*	100*	0	-6	0	-2.6	5	1.2	1.7
Cc1ccc(C2CC(=O)C=C(O)C2)cc1 (centres undefined)	9	47	0.5	4	0.9	0.69	-3	1.1	1.5
COCCn1c(SCC(=O)Nc2cccc(C)c2)nnc1C(C)C	68*	-10	1.1	-7	0.3	-0.49	-3	1.1	0.8
O=C(CCNS(=O)(=O)c1cccc2nonc12)NC1CCCc2ccccc21 (centres undefined)	28	-138	2.4*	-14	0.7	0.08	4	1.3	0.8
CC1CCCN(Cc2nc3c(c(=O)n(C)c(=O)n3C)n2CCCc2ccccc2)C1 (centres undefined)	11	62*	0.4	-15	0.9	1.1	6	1.1	1.5
CC(C)OC(=O)CSc1nnc(-c2ccccn2)n1-c1ccccc1	12	6	0.9	.	0.9	-0.86	-1	1.1	1.2
CC1(C)N=C(SCC(=O)Nc2ccc(Cl)cc2)C(c2ccc(Cl)cc2)=N1	38	40	0.6	39	0.6	0.24	-3	1.1	1.1

Arranged by value in CYP2C19 inhib (highest first): three from the list above
SMILES	CYP2C19 inhib	CYP2C9 inh	CYP2C9 activ	Mac1 fbg inh	CYP2C19 activ	PTK2B oligo ant	Mac1 fbg enh	MT1-MMP txn act	PLAP activator
O=C(Cn1cc2c(n1)CCCCC2)Nc1ccc(F)cc1F	3	16	0.8	10	1	.	-2	1.2	0.9
O=C(O)CCC(=O)Nc1nc2ccccc2s1	-8	-10	1.1	-1	1.1	2.1	-3	.	0.9
CCN1C(=O)CSC1=NC12CC3CC(CC(C3)C1)C2	-9	10	0.9	6	1.1	1	-4	1	1.2

Assay outcomes (PubChem)
